Screening data deposited in PubChem by National Center for Advancing Translational Sciences (NCATS).
FEN1 inh – blocks human flap endonuclease 1; Potency, µM (highest dose often 114 µM), for inactives: at the top dose activity change, negative = inhibition, hits mostly inhibitors; Recombinant FEN1 flap cleavage, fluorescence, 15 min; P39748; 390,000 compounds, 0.35% hits; active means well fitted inhibition curve with a large enough effect; further: nearly all actives have a fitted effect of over 65% in size
Target sequence (P39748 whole entry, looked up): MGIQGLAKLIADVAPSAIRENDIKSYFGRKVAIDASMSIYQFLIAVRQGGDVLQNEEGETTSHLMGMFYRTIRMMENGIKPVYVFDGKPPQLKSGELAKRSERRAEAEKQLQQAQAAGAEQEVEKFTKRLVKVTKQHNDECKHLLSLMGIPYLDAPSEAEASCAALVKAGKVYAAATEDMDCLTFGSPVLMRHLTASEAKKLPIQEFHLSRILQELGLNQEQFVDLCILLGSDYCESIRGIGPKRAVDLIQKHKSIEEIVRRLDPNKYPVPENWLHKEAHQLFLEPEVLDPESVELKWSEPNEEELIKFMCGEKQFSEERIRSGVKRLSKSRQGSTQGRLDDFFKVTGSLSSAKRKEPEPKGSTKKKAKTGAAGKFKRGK
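Quantitative HTS format: each compound was titrated, incubated with 10 nM nuclease for 15 min at room temperature, then challenged with flap substrate at 50 nM final. Signal change over 15 min gave concentration–effect curves.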
* = called active by the depositor; [ ] = another dose, or the depositor's remark. On the % scale 0 is the no-effect control and ±100 the full control effect; potency means the concentration at half of the fitted maximal effect. This is a subset; rates above refer to the full screens.

Preview, 2 compounds:
What do the screens show for `COc1cc(C2c3cc4c(cc3CC3COC(=O)C32)OCO4)cc(OC)c1O` (centres undefined)?
FEN1 inh: -12.3%

Results for CCOC(=O)CC(SP1(=S)OCC2(CCCCO2)C(C2CCCCO2)O1)C(=O)OCC (centres undefined) ?
FEN1 inh: -27.9%

This part in full (from the top)
What do the screens show for `COc1cc(C2c3cc4c(cc3CC3COC(=O)C32)OCO4)cc(OC)c1O` (centres undefined)?
FEN1 inh: -12.3%

Results for CCOC(=O)CC(SP1(=S)OCC2(CCCCO2)C(C2CCCCO2)O1)C(=O)OCC (centres undefined) ?
FEN1 inh: -27.9%

Results for O=C1NC(=O)C(Cc2ccccc2)(Cc2ccccc2)C(=O)N1Cc1ccccc1 ?
FEN1 inh: -20.8%

Results for COc1cc2c(cc1OC)C13CCN4CC5=CCOC6CC(=O)N2C1C6C5C3C4 (centres undefined) (tested in a mixture with another compound) ?
FEN1 inh: 0.4%

How did CC12C(C(=O)O)C1(c1ccccc1)C2C(=O)O (centres undefined) do in these assays?
FEN1 inh: 0.1%

How did CC1CNCCN1c1ccc(Cl)cc1 (centres undefined) do in these assays?
FEN1 inh: 49.9%[activator]

How did CN1Cc2cnnn2-c2ccccc2C1c1ccccc1 (centres undefined) do in these assays?
FEN1 inh: -7.2%

How did COC(=O)C1=C(c2cc3ccccc3s2)C[C@@H]2CC[C@H]1N2C(=O)NC(C)C do in these assays?
FEN1 inh: 11.4%

How did O=C(O)C1CC2(Cl)C(Cl)=C(Cl)C1(Cl)C2(Cl)Cl (centres undefined) do in these assays?
FEN1 inh: 8.3%

What do the screens show for `COC(=O)C1=C(c2cccc(OC)c2OC)C[C@@H]2CC[C@H]1N2C(=O)N1CCC(O)CC1`?
FEN1 inh: -4.8%

Results for Cc1cc(C)c(C)c(C(O)(C(=O)O)c2ccccc2)c1C (centres undefined) ?
FEN1 inh: -3.8%

How did COC(=O)C1C(C(=O)O)C2(Cl)C(Cl)=C(Cl)C1(Cl)C2(Cl)Cl (centres undefined) do in these assays?
FEN1 inh: -9.6%

How did CCOC(=O)CCCCCNC(=O)c1c(O)[nH]c(=O)[nH]c1=O do in these assays?
FEN1 inh: -13.2%

Results for Cc1ccc(S(=O)(=O)N2Cc3ccccc3-n3nncc3C2)cc1 ?
FEN1 inh: 12.0%

Results for C=CCCC1(C(C)C)C(=O)NC(=S)NC1=O ?
FEN1 inh: 1.5%

What do the screens show for `C[C@]12CCC3C(CC[C@H]4[C@H](O)[C@H](O)CC[C@]34C)C1CCC2=O` (some centres undefined)?
FEN1 inh: -5.3%

Results for c1ccc2c(c1)CNCc1cnnn1-2 ?
FEN1 inh: 4.8%

Results for C[C@]12CCC3C(CC[C@H]4C[C@@H](O)CC[C@]34C)C1C[C@@H](O)[C@@H]2O (some centres undefined) ?
FEN1 inh: 1.3%

What do the screens show for `Oc1ccc(C2=CCNCC2)cc1O`?
FEN1 inh: -10.7%

Results for COC1C(O)C(C)OC(OC2CCC3(C)C(CCC4C3C(O)CC3(C)C(C5=CC(=O)OC5)CCC43O)C2)C1O (centres undefined) ?
FEN1 inh: -1.3%

In the list so far, 3 contain a Cl atom:
How did CC1CNCCN1c1ccc(Cl)cc1 (centres undefined) do in these assays?
FEN1 inh: 49.9%[activator]

How did O=C(O)C1CC2(Cl)C(Cl)=C(Cl)C1(Cl)C2(Cl)Cl (centres undefined) do in these assays?
FEN1 inh: 8.3%

How did COC(=O)C1C(C(=O)O)C2(Cl)C(Cl)=C(Cl)C1(Cl)C2(Cl)Cl (centres undefined) do in these assays?
FEN1 inh: -9.6%

The main list resumes with the 2 entries that preceded the break.
What do the screens show for `Oc1ccc(C2=CCNCC2)cc1O`?
FEN1 inh: -10.7%

Results for COC1C(O)C(C)OC(OC2CCC3(C)C(CCC4C3C(O)CC3(C)C(C5=CC(=O)OC5)CCC43O)C2)C1O (centres undefined) ?
FEN1 inh: -1.3%

What do the screens show for `CC(=O)Nc1ccc(S(=O)(=O)N2Cc3cnnn3-c3ccccc3C2C#N)cc1` (centres undefined)?
FEN1 inh: -18.9%

What do the screens show for `CS(=O)(=O)N1Cc2ccccc2-n2nncc2C1`?
FEN1 inh: 17.3%

Results for Cc1ccc(N=C(/N=C(\N)N[N+](=O)[O-])Nc2ccc(C)cc2)cc1 ?
FEN1 inh: 16.1%

How did CC(=O)OC1(C)CC(C)C(=O)C(C(O)CC2CC(=O)NC(=O)C2)C1 (centres undefined) do in these assays?
FEN1 inh: -7.0%

What do the screens show for `COc1cc([C@@H]2c3cc4c(c(O)c3C[C@H]3COC(=O)[C@@H]32)OCO4)cc(OC)c1OC`?
FEN1 inh: -10.8%

Results for COc1cc2nc(CN3CC=C(c4ccccc4)CC3)[nH]c(=O)c2cc1OC ?
FEN1 inh: 0.7%

Results for N#CC1c2ccccc2-n2nncc2CN1S(=O)(=O)c1ccc(Cl)cc1 (centres undefined) ?
FEN1 inh: 15.2%

How did COc1ccc(NP2(=O)NCCCN2)cc1 do in these assays?
FEN1 inh: 12.6%

How did N=C(N)c1ccc(-c2ccc(-c3ccc(C(=N)N)cc3)o2)cc1 do in these assays?
FEN1 inh: 39.8µM*
